Compound activity (PubChem BioAssay)
Pin1 inhibitor: inhibitors of human Pin1; Q13526; Pin1 FP peptide displacement, HiFluor488, 10 min; Potency, µM (doses to about 115 µM), inactives show top-dose activity, negative = inhibition, usual class: inhibitors; 0.009% of 390,000 active; active means well fitted inhibition curve with a large enough effect in the polarisation, with a control signal flat, not every such curve was filed as active; inconclusive means small, poorly fitted or top-dose-only effect, or effect the other way, or a change in a side signal; inactive means no such curve, though single readings can be large or run the other way; the % refers to the polarisation; further: potency means the concentration at half of the fitted maximal effect; on the % scale 0 is the no-effect control and ±100 the full control effect
Target sequence (Q13526 whole entry, looked up): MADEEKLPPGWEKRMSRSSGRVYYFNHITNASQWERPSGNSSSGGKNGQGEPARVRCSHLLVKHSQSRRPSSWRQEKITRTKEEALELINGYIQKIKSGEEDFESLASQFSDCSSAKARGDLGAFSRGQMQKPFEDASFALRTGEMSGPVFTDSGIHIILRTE
D2 ag: D2 dopamine receptor (human) agonism | P14416 | HEK293 T-REx D2 cells, calcium flux agonist mode | activation, % at 2 µM | 0.53% of 340,000 active | AID 485358;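 active means activation over 3 SD above normal in the single-dose calcium agonist read, cut at about 30% in these data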; further: 0% is about no effect
Target sequence (P14416 whole entry, looked up): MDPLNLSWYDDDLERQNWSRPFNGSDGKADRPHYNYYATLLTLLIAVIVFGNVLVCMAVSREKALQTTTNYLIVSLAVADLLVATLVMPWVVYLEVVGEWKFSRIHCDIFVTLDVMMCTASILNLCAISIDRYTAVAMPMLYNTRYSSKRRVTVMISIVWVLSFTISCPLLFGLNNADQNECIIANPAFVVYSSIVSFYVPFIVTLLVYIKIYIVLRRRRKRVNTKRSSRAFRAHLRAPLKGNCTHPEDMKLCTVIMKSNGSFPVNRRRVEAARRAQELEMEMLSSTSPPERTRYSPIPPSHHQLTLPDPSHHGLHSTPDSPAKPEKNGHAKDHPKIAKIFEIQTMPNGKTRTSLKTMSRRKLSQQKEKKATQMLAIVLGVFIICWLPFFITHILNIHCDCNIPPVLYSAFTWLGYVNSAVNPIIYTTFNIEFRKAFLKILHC
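Agonism is scored from calcium flux in a force-coupled, inducible HEK293 cell line expressing D2, read kinetically for 180 s after compound addition against dopamine controls.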
TRHR agonist: TRH receptor (human) agonism. P34981. 0.18% of 360,000 active. AID 493084. TRHR cells, calcium flux fluo-8, FDSS agonist mode. activation, % at 2 µM; in the data active means activation above about 30%; further: 0% is about no effect
Target sequence (P34981 whole entry, looked up): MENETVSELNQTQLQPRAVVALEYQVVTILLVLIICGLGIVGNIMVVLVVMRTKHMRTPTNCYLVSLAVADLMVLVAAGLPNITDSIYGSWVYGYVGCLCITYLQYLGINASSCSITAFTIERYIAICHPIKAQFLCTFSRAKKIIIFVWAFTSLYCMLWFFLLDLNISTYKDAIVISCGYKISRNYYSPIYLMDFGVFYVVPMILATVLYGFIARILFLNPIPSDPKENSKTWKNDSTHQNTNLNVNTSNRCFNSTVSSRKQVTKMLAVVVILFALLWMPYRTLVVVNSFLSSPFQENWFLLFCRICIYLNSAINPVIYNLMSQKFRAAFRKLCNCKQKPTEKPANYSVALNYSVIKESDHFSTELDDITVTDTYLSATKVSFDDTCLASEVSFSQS
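Agonist-mode FDSS calcium read (Ex 480/Em 530, 1 s cycles) in 1536-well TRHR cells with fluo-8 dye, after 10-cycle baseline and 23 nL compound addition; TRH at EC20 (10 nM final) added afterwards for the enhancer phase.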
TrxR1 substrate: substrates of rat thioredoxin reductase 1; O89049; purified TrxR1 substrate turnover, NADPH consumption readout; Potency, µM (series often up to 114 µM), without a hit: at the highest dose activity change, negative = substrate turnover; 0.01% of 390,000 active; further: potency means the concentration at half of the fitted maximal effect; on the % scale 0 is the no-effect control and ±100 the full control effect; nearly all actives have a fitted effect of over 50% in size
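Rat TrxR1, dispensed at 90 nM, was prereduced with 400 uM NADPH (final) for 5 min at ~22 deg C, then incubated with compound 15 min before 400 uM selenite. A first-read NADPH fluorescence drop versus no-compound background flagged substrates.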
mIDH1 inhibitor: human IDH1 R132H inhibition; O75874; IDH1-R132H enzyme, NADPH consumption, diaphorase/resazurin fluorescence; Potency, µM (series often up to 76.6 µM), without a hit: at the highest dose activity change, negative = inhibition, actives largely listed as inhibitors; 0.093% of 390,000 active; AID 602179; further: potency means the concentration at half of the fitted maximal effect; on the % scale 0 is the no-effect control and ±100 the full control effect; nearly all actives have a fitted effect of over 65% in size
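IDH1-R132H (0.5 ug/mL) preincubated 30 min with compound, then NADPH (0.016 mM) and alpha-KG (2 mM) added; 80 min at RT, pH 7.5. Remaining NADPH coupled via diaphorase/resazurin to fluorescence (540/590 nm); concentration-response curves normalized to no-enzyme control.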
TrxR1 inh: inhibitors of rat thioredoxin reductase 1; O89049; recombinant rTrxR1, NADPH fluorescence consumption, selenite substrate; Potency, µM (titrated, usually from 114 µM), inactives show at the highest dose activity change, negative = inhibition, most hits filed as inhibitors; 1% of 390,000 active; further: potency means the concentration at half of the fitted maximal effect; on the % scale 0 is the no-effect control and ±100 the full control effect; nearly all actives have a fitted effect of over 65% in size
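Rat TrxR1 (90 nM in the dispensed reagent) was pre-reduced with 400 uM NADPH for 5 min at room temperature, then incubated with compound for 15 min. After 400 uM selenite was added, NADPH fluorescence (Ex 340/Em 450 nm) was followed for 8 min.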
TRHR PAM: allosteric enhancers of human TRH receptor | P34981 | TRHR cells, fluo-8 calcium fluorescence, EC20 TRH enhancement | enhancement, % at 2 µM | 0.66% of 360,000 active; in the data active means enhancement above about 30%; further: 0% is about no effect
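TRHR-expressing cells loaded with fluo-8 calcium dye were read kinetically (ex 480/em 530) during compound addition, then stimulated with an EC20 of TRH (10 nM final). Enhancement of the Gq-mediated intracellular calcium response was scored.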
D2 antagonist: antagonists of human D2 dopamine receptor; P14416; HEK293 TREx D2 cells, calcium flux, dopamine EC80; inhibition, % at 10 µM; 2% of 340,000 active; in the data active means inhibition above about 30%; further: 0% is about no effect
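Read-out: kinetic calcium fluorescence (1 cycle/s) in inducible HEK293 T-REx D2 cells after an EC80 dopamine addition that followed 180 s compound preincubation. Loss of the dopamine response indicates antagonism.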
USP1 inh: USP1/UAF1 (human) deubiquitinase inhibition; Potency, µM (doses to about 57.1 µM), inactives show top-dose activity change, negative = inhibition, most hits filed as inhibitors; 0.23% of 390,000 active; O94782; recombinant USP1/UAF1, Ub-Rhodamine cleavage fluorescence; further: potency means the concentration at half of the fitted maximal effect; on the % scale 0 is the no-effect control and ±100 the full control effect; nearly all actives have a fitted effect of over 60% in size; inactives centre near -12
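USP1/UAF1 complex (1 nM) preincubated 15 min at room temperature with compound, then Ub-Rho substrate (150 nM final) added. Kinetic fluorescence at 480/540 nm over 6 reads at 60 s intervals; 50 mM HEPES pH 7.8, 0.5 mM EDTA, 0.1 mg/ml BSA, 1 mM TCEP, 0.01% Tween-20.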
* marks the source's active call; other numbers are inactive results; ? = inconclusive; . = not tested or not shown; [ ] = another dose, or the depositor's remark. Unless noted, the call rests on the fitted dose curve; in most records, active means well fitted inhibition curve with a large enough effect; inconclusive means small, poorly fitted or top-dose-only effect; inactive means no such curve, though single readings can be large or run the other way.

SMILES	Pin1 inhibitor	D2 ag	TRHR agonist	TrxR1 substrate	mIDH1 inhibitor	TrxR1 inh	TRHR PAM	D2 antagonist	USP1 inh
N=C1c2ccccc2CN1NC(=O)C1CC1	2%	1.3	0.0	-13%	2%	-18%	-3	9	0%
O=C(C1CCN(S(=O)(=O)c2ccc(Br)s2)CC1)N1CCN(c2cccc(C(F)(F)F)c2)CC1	10%	1.4	1.0	-15%	-2%	-16%	3	.	?
Cc1sc(-n2c(C)cc(C=C3C(=O)NC(=O)NC3=O)c2C)c(C#N)c1C	14%	.	0.1	4%	3%	10%	-6	.	-6%
CN1CN(c2ccccc2)C2(CCN(CCCSc3ccccc3NC(=O)/C=C/c3ccccc3)CC2)C1=O	?	.	.	-13%	2%	-11%	.	.	-23%
CC(C)(C)[C@]1(O)C[C@@H]2OC(=O)C[C@@]23C(=O)O[C@@H]2OC(=O)[C@H](O)[C@]213	7%	0.5	0.5	8%	0%	8%	-4	14	-27%
C[C@]12CCC3C(CC[C@H]4[C@@H](O)[C@H](O)CC[C@]34C)C1CCC2=O (stereo not given in full)	2%	.	.	4%	-1%	6%	.	.	-10%
Cc1cc(OCC(=O)N2CCC[C@@H]2C(=O)O)c2c(C)c(C)c(=O)oc2c1	5%	0.8	-0.1	189%[activator]	17%	11%	-2	-8	4%
CCN(CC)C(=O)c1ccc(NC(=O)Cn2nc(-c3ccc(C)cc3)c3ccccc3c2=O)cc1	-4%	-1.4	0.0	12%	-1%	18%	16	.	-7%
O=c1c2ccccc2nc(/C=C/c2ccc(O)cc2)n1-c1cccc(O)c1	92%[activator]	-2.5	3.5	2%[57.1 µM]	0%	0%[57.1 µM]	5	-4	-15%
O=C1CN=C(c2ccccc2)c2ccccc2N1	0%	1.0	-0.1	-3%	-1%	8%	4	0	-12%
CN1CCN(c2ncnc3ccc(Br)cc23)CC1	0%	0.0	0.7	2%[57.1 µM]	-3%	-4%[57.1 µM]	-1	8	-10%
COc1ccc(C(C)=O)cc1CC(C(=O)c1ccc(C)cc1)N(C)C (stereo not given)	1%	0.6	-0.2	-2%	-4%	9%	-5	8	-3%
COc1cccc(CN2CC=C(c3ccc(F)cc3)CC2)c1	-6%	2.6	-0.4	9%[2.29 µM]	4%	10%[2.29 µM]	5	72*	-15%
O=C1NC(=O)N(CCc2ccc(F)cc2)C(=O)/C1=C/c1cccs1	37%[activator]	1.2	1.1	-11%	23%	?	-1	-3	-2%
CCCCC1(CCO)C(=O)NC(=S)NC1=O	3%	.	.	-14%	-4%	-26%	.	.	-19%
Nc1ccccc1C(=O)OCC(=O)c1ccc2c(c1)OCCO2	4%	1.7	-0.5	0%[57.1 µM]	15%	6%[57.1 µM]	7	-1	-17%
CC(=O)N1CN2CN(C(C)=O)CC(C(=O)c3ccccc3)(C2)C1	2%	-0.4	-0.2	-24%[11.4 µM]	2%	1%[11.4 µM]	14	-3	-8%
CCOc1ccc2[nH]c(=O)c(CN(CCO)C3(c4nnnn4C4CCCCC4)CCCCC3)cc2c1	1%	-0.4	0.3	3%[57.1 µM]	-3%	-3%[57.1 µM]	-13	8	-1%
O=P(Nc1ccccc1)(Nc1ccccc1)Oc1ccccc1	0%	0.4	0.3	6%[57.1 µM]	1%	7%[57.1 µM]	-3	3	?
Cc1cccc(OCC(=O)N2CCN(Cc3ccncc3)CC2)c1	-12%	0.2	0.1	9%[57.1 µM]	14%	0%[57.1 µM]	8	-3	3%
O=C(c1ccccc1)C1NC1c1ccccc1 (stereo not given)	0%	4.4	-0.6	4%[57.1 µM]	1%	6%[57.1 µM]	-1	-13	-3%
O=C(O)c1ccc(N=Cc2c(O)n(Cc3ccc(F)cc3)c(=O)[nH]c2=O)cc1	30%	0.3	-0.5	-14%	3%	-18%	3	12	-26%
Cc1c(C(=O)C(=O)N2CCOCC2)c2ccccc2n1Cc1ccccc1	-6%	0.2	-0.3	1%	13%	19%	1	0	-32%
O=c1c2ccccc2nc(-c2ccccc2)n1-c1ccccc1	-3%	-0.1	-0.7	0%	2%	29%	-2	-6	-10%
O=C(c1ccc2c(=O)n(Cc3ccc4c(c3)OCO4)c(=S)[nH]c2c1)N1CCC2(CC1)OCCO2	5%	0.1	-0.3	1%[57.1 µM]	1%	2%[57.1 µM]	2	44*	-1%
Cc1ccc(Cn2cccc(C(=O)Nc3ccc4c(c3)OCO4)c2=O)cc1	-6%	0.2	0.5	-6%[57.1 µM]	-11%	6%[57.1 µM]	4	.	-8%
Cc1cccc(CN2CCCC(C(=O)c3cccc(OC(C)C)c3)C2)n1 (stereo not given)	0%	-0.2	0.3	2%	8%	6%	6	6	-18%
N#CC(c1cccnc1)N1CCOCC1 (stereo not given)	0%	0.8	-0.5	-4%	5%	-11%	15	-11	-26%
CCN1CCC(O)(c2ccccc2)C(C(=O)c2ccccc2)C1 (stereo not given)	-2%	.	.	-4%[11.4 µM]	-2%	?	.	.	-1%
COC(=O)C1=C(c2ccc(F)cc2F)C[C@@H]2CC[C@H]1N2C(=O)NC(C)C	-1%	-0.4	-0.3	9%	6%	21%[57.1 µM]	-4	-3	-26%
Cc1cccc(Cn2cccc(C(=O)Nc3cc(C)on3)c2=O)c1	7%	-1.4	0.2	-1%[57.1 µM]	-8%	13%[57.1 µM]	-5	.	1%
COC(=O)[C@H]1C[C@@H]1[C@H](NP(=O)(c1ccccc1)c1ccccc1)c1ccccc1	-15%	0.1	-0.2	5%	12%	13%[57.1 µM]	0	4	-28%
COc1ccccc1CCNCc1cc2c(cc1[N+](=O)[O-])OCO2	?	-0.6	0.1	5%	9%	-13%	-1	-17	-3%
C=CCCC1(C2=CCCCC2)C(=O)NC(=O)NC1=O	3%	.	.	7%[11.4 µM]	0%	12%[11.4 µM]	.	.	-2%
COCCCn1c(=O)/c(=C/c2ccccc2OC(F)F)s/c1=C(\C#N)C(=O)NCCOC	36%[activator]	.	.	15%	-9%	-8%	.	.	7%
N#C/C(=C\c1ccc([N+](=O)[O-])cc1)c1nc(C2CC2)cs1	?	3.4	1.9	-13%	1%	-27%	-9	13	?
CC(=O)c1ccc(NC2CC(O)C(O)CO2)cc1 (stereo not given)	-9%	0.2	0.4	-14%	2%	?	15	8	-9%
O=C1C2CCCN2C(c2cccnc2)N1c1ccc(Cl)c(Cl)c1 (stereo not given)	3%	-0.6	1.4	-12%	5%	-27%	3	0	0%
O=C1NC(=O)C(=Cc2ccco2)C(=O)N1	?	.	.	-6%[57.1 µM]	11%	4%[2.29 µM]	.	.	-15%
CCC1(CCc2ccncc2)C(=O)NC(=O)NC1=O	2%	0.4	0.1	4%	-3%	5%	2	-6	-2%
C=CCn1c(O)c(C(C)=Nc2ccc3c(c2)CCC3)c(=O)[nH]c1=O	0%	0.8	0.8	3%[57.1 µM]	7%	18%[57.1 µM]	-2	-11	-5%
Cn1c(N)c(C(=O)COC(=O)Cc2ccccc2)c(=O)n(C)c1=O	-2%	.	.	7%[57.1 µM]	8%	7%[2.29 µM]	.	.	1%
COC(=O)C(O)(c1ccc(NC(=O)c2cccs2)c(C)c1)C(F)(F)F (stereo not given)	-14%	-0.3	0.4	-7%	4%	9%[57.1 µM]	-9	-11	-5%
COc1cc(C2NCc3ccccc3-n3cccc32)ccc1O (stereo not given)	1%	0.2	3.0	20%	6%	-6%[57.1 µM]	-4	-25	-13%
CCOc1ccccc1-n1c(O)c(C=NCCCN(CC)CC)c(=O)[nH]c1=O	2%	0.4	-0.4	-4%	1%	-4%	6	3	-14%
CCc1cccc(CC)c1NC(=S)N1CC2CC(C1)c1cccc(=O)n1C2 (stereo not given)	-3%	-0.4	-0.1	10%[57.1 µM]	-1%	6%[57.1 µM]	16	7	-12%
O=C(c1cccn2c(=O)c3cc(Br)ccc3nc12)N1CCC2(CC1)OCCO2	-6%	.	0.1	105%[activator]	9%	32%	-3	.	-10%

Rewritten as a markdown table: part of the list above.
| molecule | Pin1 inhibitor | D2 ag | TRHR agonist | TrxR1 substrate | mIDH1 inhibitor | TrxR1 inh | TRHR PAM | D2 antagonist | USP1 inh |
| --- | --- | --- | --- | --- | --- | --- | --- | --- | --- |
| Cc1cccc(Cn2cccc(C(=O)Nc3cc(C)on3)c2=O)c1 | 7% | -1.4 | 0.2 | -1%[57.1 µM] | -8% | 13%[57.1 µM] | -5 | . | 1% |
| COC(=O)[C@H]1C[C@@H]1[C@H](NP(=O)(c1ccccc1)c1ccccc1)c1ccccc1 | -15% | 0.1 | -0.2 | 5% | 12% | 13%[57.1 µM] | 0 | 4 | -28% |
| COc1ccccc1CCNCc1cc2c(cc1[N+](=O)[O-])OCO2 | ? | -0.6 | 0.1 | 5% | 9% | -13% | -1 | -17 | -3% |
| C=CCCC1(C2=CCCCC2)C(=O)NC(=O)NC1=O | 3% | . | . | 7%[11.4 µM] | 0% | 12%[11.4 µM] | . | . | -2% |
| COCCCn1c(=O)/c(=C/c2ccccc2OC(F)F)s/c1=C(\C#N)C(=O)NCCOC | 36%[activator] | . | . | 15% | -9% | -8% | . | . | 7% |
| N#C/C(=C\c1ccc([N+](=O)[O-])cc1)c1nc(C2CC2)cs1 | ? | 3.4 | 1.9 | -13% | 1% | -27% | -9 | 13 | ? |
| CC(=O)c1ccc(NC2CC(O)C(O)CO2)cc1 (stereo not given) | -9% | 0.2 | 0.4 | -14% | 2% | ? | 15 | 8 | -9% |
| O=C1C2CCCN2C(c2cccnc2)N1c1ccc(Cl)c(Cl)c1 (stereo not given) | 3% | -0.6 | 1.4 | -12% | 5% | -27% | 3 | 0 | 0% |

These rows are one share of the data; rates above refer to the full screens.
